FECH block: inhibitors of human ferrochelatase; purified FECH, Ni-mesoporphyrin absorbance 550 nm; calls only at 10 µM (by protocol); actives 3.3% (n = 20,000);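 active = enzyme reaction rate more than 3 SD below the solvent-only control wells on the same plate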;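 note: lower slope than DMSO wells means FECH inhibition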
Target sequence (P22830 whole entry, looked up): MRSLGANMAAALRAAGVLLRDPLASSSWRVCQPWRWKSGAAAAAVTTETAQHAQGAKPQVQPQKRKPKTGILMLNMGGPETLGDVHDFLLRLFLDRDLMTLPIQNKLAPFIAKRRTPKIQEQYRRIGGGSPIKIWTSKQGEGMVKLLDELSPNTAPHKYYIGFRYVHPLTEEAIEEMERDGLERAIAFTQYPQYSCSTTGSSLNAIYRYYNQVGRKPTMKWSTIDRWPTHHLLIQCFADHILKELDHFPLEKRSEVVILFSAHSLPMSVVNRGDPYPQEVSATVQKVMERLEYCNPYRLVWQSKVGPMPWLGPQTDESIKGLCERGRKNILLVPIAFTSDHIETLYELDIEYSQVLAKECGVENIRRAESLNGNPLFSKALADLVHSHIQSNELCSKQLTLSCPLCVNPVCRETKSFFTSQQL
Calls only; i = inactive; + = active, no number. An excerpt; count on the stated rates, not on these rows.

Start of the data: the first 3 compounds as a preview:
SMILES | FECH block
O=C(NCCc1ccccc1)c1ccc(CN2C(=O)CCn3nc(-c4ccccc4)cc32)cc1 | i
COCCNC(=O)C1(C)Cn2c(cc3ccsc32)C(=O)N1c1ccc(F)cc1 (stereo unspecified) | i
CC(=O)Nc1ccc(CN2CC[C@@H](c3sccc3C)[C@H](O)C2)cc1 | i

All compounds of this part, previewed entries included:
SMILES | FECH block
O=C(NCCc1ccccc1)c1ccc(CN2C(=O)CCn3nc(-c4ccccc4)cc32)cc1 | i
COCCNC(=O)C1(C)Cn2c(cc3ccsc32)C(=O)N1c1ccc(F)cc1 (stereo unspecified) | i
CC(=O)Nc1ccc(CN2CC[C@@H](c3sccc3C)[C@H](O)C2)cc1 | i
CN(CC(=O)Nc1ccc(F)cc1F)S(=O)(=O)c1ccc(C(=O)N2CCOCC2)s1 | i
O=C(C1CCCN(C2CCN(c3ccc(Cl)cn3)CC2)C1)N1CCCC1 (stereo unspecified) | i
O=C(CCc1cccnc1)N1C[C@@H]2[C@@H]3CC[C@@H](C3)[C@@H]2C1 | i
Cn1cc(CC(=O)N2CCn3c(C(N)=O)cnc3C2)c2ccccc21 | i
CC(C)Cc1ccc(S(=O)(=O)Nc2cnc(N(C)Cc3ccccc3)c(C(=O)O)c2)cc1 | i
COc1coc(CN2CCCC3(C2)CN(C)C(=O)O3)cc1=O (stereo unspecified) | i
CC(C)CN1CC(C(=O)N2CCC(CO)(Cc3ccccc3)CC2)CC1=O (stereo unspecified) | i
Cc1c(C(=O)N2Cc3cnc(C(C)(C)C)nc3C2)sc2ccccc12 | i
O=C(CN1CCC(c2ccccc2)C1)N1CCc2c(nc[nH]c2=O)C1 (stereo unspecified) | i
CN(C)c1ccc(-c2nccn2CC2OCCc3ccccc32)cn1 (stereo unspecified) | i
O[C@H]1CN(c2nc3ccccc3s2)C[C@@H]1N1CCN(c2ccccn2)CC1 | i
CCNc1ncc(C(=O)N2CCc3cc(OC)c(OC)cc3C2)cn1 | i
COc1ccc(Cn2c(CNS(=O)(=O)c3ccc(C(C)(C)C)cc3)nc3cccnc32)cc1 | i
O=S(=O)(NCc1nc2cccnc2n1C1CC1)c1ccc(Cl)s1 | i
O=[N+]([O-])c1cccc(S(=O)(=O)NCc2nc3cccnc3n2C2CC2)c1 | i
Cc1nc(N2CCC(O)(Cn3ccnc3)CC2)c2cnn(C)c2n1 | i
O=C(NCCc1nc2cccnc2n1C1CCCCC1)Nc1ccccc1Br | i
COc1cc(NC2CCN(Cc3ccccc3)C2)ncn1 (stereo unspecified) | i
CCc1ccc(NC(=O)C2CCCN2S(=O)(=O)c2cc(C(=O)OC)n(C)c2)cc1 (stereo unspecified) | i
NS(=O)(=O)c1ccc(NC(=O)c2c(-c3ccccc3)c(-c3ccccc3)n[nH]c2=O)cc1 | i
Cc1cccc(C)c1NC(=O)CN1CCN(Cc2ccccc2Cl)S1(=O)=O | i
COc1ccc(C(=O)Nc2cc(C)nn2-c2ncnc3c2cnn3-c2cccc(C)c2C)c(OC)c1 | i
CC(C)Nc1ncc(-c2nccn2Cc2ccc(F)c(F)c2)cn1 | i
CCN1CCN(c2cc3n(c(=O)n2)CCc2cc(OC)c(OC)cc2-3)CC1 | i
CN1CCCC2(CCN(C(=O)CCn3cncn3)C2)C1=O (stereo unspecified) | i
COc1ccc(-c2cc(C(=O)NCc3ccccc3Cl)[nH]n2)cc1S(N)(=O)=O | i
Cc1nc(N(C)C)nc(N(C)Cc2ccoc2)c1C | i

A second format for some results above:
> COc1ccc(Cn2c(CNS(=O)(=O)c3ccc(C(C)(C)C)cc3)nc3cccnc32)cc1
  FECH block: i
> O=S(=O)(NCc1nc2cccnc2n1C1CC1)c1ccc(Cl)s1
  FECH block: i
> O=[N+]([O-])c1cccc(S(=O)(=O)NCc2nc3cccnc3n2C2CC2)c1
  FECH block: i
> Cc1nc(N2CCC(O)(Cn3ccnc3)CC2)c2cnn(C)c2n1
  FECH block: i

(continued)
SMILES | FECH block
CCOC(=O)c1cc2n(n1)CC(C)(C(=O)NCCC(C)C)N(c1cc(C)cc(C)c1)C2=O (stereo unspecified) | +
NS(=O)(=O)c1ccc(NC(=O)c2ccc(=O)n(Cc3cccc(F)c3)c2)cc1 | i
COC(=O)[C@@H]1Cc2c([nH]c3ccccc23)CN1C(=O)c1cc(C)nc(C)n1 | i
COC(=O)CN1CCC(NC2CCSC2)CC1 (stereo unspecified) | i
CCc1cnc(C)nc1N1CCCC(C(=O)c2ccc(C(F)(F)F)cc2)C1 (stereo unspecified) | i
Cc1oc(-c2ccccc2Cl)cc1C(=O)NCCc1cnc[nH]1 | +
Cc1ccc(S(=O)(=O)Nc2ccc(Sc3c(C)c(C)nc4ncnn34)cc2)c(C)c1 | i
CN1CCC(CN2CCN(CCC(=O)N3CCCc4ccccc43)CC2)CC1 | i
CNCCOc1cccc(-c2cccc(O)c2)c1 | i
CCc1c(C)nc2ncnn2c1Sc1ccccc1NC(=O)c1cccs1 | i
CN(CCCC1CCCO1)C(=O)c1cc(-c2ccccc2)nn1C (stereo unspecified) | i
Cc1cc(C)nc(NC(=O)c2cccc(CN(C)Cc3ccno3)c2)c1 | i
Cc1cc(=O)n2[nH]c(NCc3ccc(C(=O)NCc4ccccc4)cc3)nc2n1 | i
C=CCn1cc(CN(Cc2nccn2C)C2CC2)c(C)n1 | i
O=C(NCC(=O)N1CCC(c2nc(-c3ccc(Cl)cc3)no2)CC1)c1cccs1 | i

Another view of four compounds above:
Cc1cc(=O)n2[nH]c(NCc3ccc(C(=O)NCc4ccccc4)cc3)nc2n1
  FECH block: i
CNCCOc1cccc(-c2cccc(O)c2)c1
  FECH block: i
O=C(NCC(=O)N1CCC(c2nc(-c3ccc(Cl)cc3)no2)CC1)c1cccs1
  FECH block: i
Cc1cc(C)nc(NC(=O)c2cccc(CN(C)Cc3ccno3)c2)c1
  FECH block: i

(continued)
SMILES | FECH block
Cc1nc(CCNC(=O)Cc2c(C)[nH]c3c(F)cccc23)nc2c1CCC2 | i
Cc1ccsc1C(=O)N1CCC(n2cc(C(C)(C)O)nn2)CC1 | i
COc1ccc(S(=O)(=O)N2CCN(c3nc(C)cc(Nc4ccc(C)cc4)n3)CC2)cc1 | i
O=C(C1CCCN(c2ncnc3c2nc2n3CCCCC2)C1)N1CCc2ccccc21 (stereo unspecified) | i
CC(C)OCCCNC(=O)CN1c2ccc(Br)cc2-c2ccccc2S1(=O)=O | +
Cc1cc(C)c(CNC(=O)c2ccc(C)c(NC(=O)C3CC3)c2)c(C)c1 | i
COc1ccc(NC(=O)CN2CCN(Cc3ccccc3Cl)S2(=O)=O)c(OC)c1 | i
COc1nccnc1-c1cccc(C(=O)O)c1 | i
CCCc1cc(=O)n2[nH]c(CNc3cccc(OC)c3)nc2n1 | +
Cc1ccccc1S(=O)(=O)N1CCN(Cc2nc3cccnc3n2-c2cccc(F)c2)CC1 | i
CCCSCCCNc1nc(-c2nnc(-c3ccc(C)cc3)o2)nc2ccccc12 | i
CC(C)=CCN1CCCC(Cn2ccnc2C)C1 (stereo unspecified) | i
CCOc1ccccc1NC(=O)N1CCN(c2cc(-c3cccc(C)c3)ncn2)CC1 | i
Cc1ncc(-c2c(-c3ccccc3)ncn2CCNC(=O)c2ccncc2)s1 | i
CCCc1cc(NC2CC(=O)N(CCc3ccccc3)C2)nc(C)n1 (stereo unspecified) | i
CCCOC1CCCN(Cc2cc3cc(OC)ccc3[nH]c2=O)C1 (stereo unspecified) | i
CCCc1cc(C(=O)N2CCC(c3ccccc3C(=O)O)C2)n[nH]1 (stereo unspecified) | i
COc1ccc(NC(=O)N2CCC(Cn3cc(C4CCCC4)nn3)CC2)cc1 | i
Cc1ccc(C)c(N2CCN(C(=O)CCS(=O)(=O)c3ccc4c(c3)CC(=O)N4C)CC2)c1 | i
CN(C)c1ccc(CNC(=O)c2nc(N3CCCC3)c3oc4ccccc4c3n2)cc1 | i
COc1ncccc1-c1nc(N(C)C)nc2c1CCCC2 | i
Cc1ccc(-c2nnc(-c3nc(Nc4ccc5c(c4)OCCO5)c4ccccc4n3)o2)cc1 | i
CCc1nc(C)sc1CNC(=O)c1sccc1NC(C)=O | i
CCSc1ncc(-c2c(-c3ccccc3)ncn2Cc2ncc[nH]2)cn1 | i
CNC(=O)c1cccnc1N1CCC(N2CCCC(C(=O)N3CCCC3)C2)CC1 (stereo unspecified) | i
CCc1nc(CN2CCC(c3[nH]ncc3-c3ccccc3)CC2)c(C)[nH]1 | i
O=C(C1CNCCN1C(=O)CCCc1ccccc1)N1CCCC1 (stereo unspecified) | i
O=C(CCN1CCCCO1)NCCc1nc(C(=O)O)cs1 | i
Cc1ccccc1-c1noc(CNCc2cncn2CC(C)C)n1 | i
Cc1ccc2c(c1)c(CNC(=O)C1CNCC(=O)N1)nn2C (stereo unspecified) | i
CCCN(Cc1ccccc1F)C(=O)c1ccc[nH]1 | i
Cc1cc(Nc2ccccc2)nc(Nc2ccc(NC(=O)CC(C)C)cc2)n1 | i
O=C(C1CCCN(c2ncnc3c2nc2n3CCCCC2)C1)N1CCCCC1 (stereo unspecified) | i
CC(=O)c1cccc(NC(=O)CN2CCCN(Cc3ccccc3)S2(=O)=O)c1 | i
CCCN(CC#Cc1ccccc1)c1nc(C)nc2oc(C)nc12 | i
CN(C(=O)c1onc2ccccc12)C1Cc2ccccc2C1 | i
Cc1ccccc1-c1noc(C2CCN(C(=O)C(NC(=O)c3ccco3)C(C)C)CC2)n1 (stereo unspecified) | i
CC(=O)c1c(C)nn(CCC(=O)N2CCN3CCN(C)C(=O)C3C2)c1C (stereo unspecified) | i
COc1ncc(C(=O)N2CCCN(Cc3cccs3)CC2)cn1 | i
CCN(CC)C(=O)[C@@H]1C[C@H](N)CN1C(=O)c1c(C)n(C)c2ccc(O)cc12 | i
O=C(NCC1CCCO1)C1CCN(c2ccc(-c3cccs3)nn2)CC1 (stereo unspecified) | i
CCOC(=O)c1cc2ccsc2n1CC(=O)Nc1ccc2c(c1)OCO2 | i
CC(=O)Nc1ccc2nc(CN3C[C@H](O)[C@@H](N4CCN(C)CC4)C3)ccc2c1 | i
CCOc1ccc(NC(=O)CN2CCN(Cc3ccccc3C)S2(=O)=O)cc1 | i
Cc1ccc(OCCN(C)C(=O)c2ccc(Cn3nnnc3C)cc2)c(C)c1 | i
Cc1nc2cccnc2n1C1CCN(C(=O)Nc2ccccc2Cl)CC1 | i
Cc1ccccc1-c1nc2nc(CN3CCOCC3)cc(=O)n2[nH]1 | i
CCC(=O)Nc1cc(C)nn1-c1ncnc2c1cnn2-c1ccc(C)cc1C | i
CN1CCN(Cc2cc(=O)n3[nH]c(-c4ccc(C(C)(C)C)cc4)nc3n2)CC1 | i
Cc1ccc(CN2CCCN(CC(=O)Nc3ccc(C)cc3Cl)S2(=O)=O)cc1 | i
Cn1nc(C2CCN(C(=O)N3CCCC3)CC2)n(Cc2ccccc2)c1=O | i
OCC(Nc1nc(-c2ccccn2)nc2c1CCNC2)c1ccc(F)cc1 (stereo unspecified) | i
CC(C)n1cncc1CN1CCOC(C(F)(F)F)C1 (stereo unspecified) | i
CCN(CCCNC(=O)c1cccn1-c1nnc(N2CCCCC2)s1)Cc1ccccc1 | i
O=S(=O)(c1ccccc1)N1CCN(Cc2cccc(Cn3cccn3)c2)CC1 | i
Cc1ccc(S(=O)(=O)N(C)c2nc3nc(C)c(Cl)c(C)n3n2)cc1 | i
CCOC(=O)c1cc2n(n1)CC(C)(C(=O)NCCC(C)C)N(c1ccccc1C)C2=O (stereo unspecified) | i
Cc1cc(Cl)ccc1C(=O)NCc1cncn1CC(C)C | i
COC(C)c1nncn1-c1cccc(C(C)=O)c1 (stereo unspecified) | i
CCc1cc(Sc2ccccc2NC(=O)c2cccs2)n2nc(C)nc2n1 | i
Going on with the list:
SMILES | FECH block
COC(=O)c1cc(S(=O)(=O)N2CCCC2C(=O)Nc2cccc(C)c2C)cn1C (stereo unspecified) | i
CCn1c(C2CCCN(C(=O)c3cc(C(C)C)oc3C)C2)n[nH]c1=O (stereo unspecified) | i
Cc1cc(C)n(CC(C)NCc2nncn2C2CCCCC2)n1 (stereo unspecified) | i
CC(C)CN(C/C=C/c1ccccc1)C(=O)c1ccc2nccn2c1 | i
Cc1ccc2nc(C)c(C(=O)NC3CC(=O)N(C(C)C)C3)cc2c1 (stereo unspecified) | i
Cc1cc(C)n(CCC(=O)N(C)Cc2noc(CC(C)C)n2)c(=O)n1 | i
CC(C)(C)c1ccc(-c2nc3nc(CNc4ccc(Br)cc4)cc(=O)n3[nH]2)cc1 | i
Cc1ccncc1C(=O)NC1CC(=O)N(CCc2ccc(F)cc2)C1 (stereo unspecified) | i
CCc1ccc(CN2CCC(c3n[nH]c(=O)n3-c3ccccc3)CC2)nc1 | i
CC(C)CNc1nc(Nc2cccc(F)c2)c2cnn(-c3ccccc3)c2n1 | i
COc1ccc(-c2cc(N3CCN(C(=O)Nc4ccc(OC)c(OC)c4)CC3)ncn2)cc1 | i
Cc1cc(N(C)C)nc(Nc2ccc(NC(=O)CCC3CCCCC3)cc2)n1 | i
Cc1ccc(C)c(NS(=O)(=O)c2cc(N3C(=O)CCS3(=O)=O)ccc2C)c1 | i
COCc1c(C(=O)N2CC3CC4CC2C[C@@H](C4)C3)noc1C | i
Cc1cccc(N(CC(=O)NCCN2CCNC2=O)S(C)(=O)=O)c1 | +
CCc1nnc(CN(CC)C(=O)c2ccc(-n3nc(C)cc3C)cc2)o1 | i
CCCc1c(C)nc2ncnn2c1Sc1ccccc1NC(=O)Nc1ccc(C)c(F)c1 | i
CCOc1ccc(Nc2nc(N3CCN(CCO)CC3)nc3c2cnn3-c2ccccc2)cc1 | i
CC(=O)Nc1ccc(S(=O)(=O)N2CCN(c3nc(C)cc(Nc4ccc(C)cc4)n3)CC2)cc1 | i
O=C(CN1CCCN(Cc2cccc(F)c2)S1(=O)=O)Nc1ccc(F)cc1F | i
CCOc1ccccc1N(Cc1nc2nc(C)cc(=O)n2[nH]1)C(=O)c1ccc(C)cc1 | i
O=C(N[C@@H]1CCC[C@H]1OCc1ccccc1)c1cc2n(n1)CCCNC2 | i

Screening results from PubChem BioAssay.
